# Screening data: PubChem BioAssay, several laboratories
# TNAP activators – human TNAP enzyme activators, primary screen, biochemical, luminescent, no phosphate acceptor, uHTS (AID 1001). purified TNAP, luminescent activation assay, no phosphate acceptor; higher activation fold means a stronger effect. activation fold at 20 µM; hits with a dose series show EC50 in µM. actives 0.03% (n = 200,000); in the data active = activation fold from about 3, or a potency from the dose series; inactive = the rest, 99 in 100 with activation fold below about 1.6; also: many of its hits are not listed in these tables
# human PMI inhibition – MPI enzyme activity inhibition – biochemical, fluorescence intensity, coupled assay, primary screen (AID 1209) | actives 0.42% (n = 190,000) | purified PMI enzyme, coupled fluorescence intensity; higher % means a stronger effect | one-dose inhibition, % at 20 µM; IC50 in µM for titrated hits; in the data active = inhibition above about 50%;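 also: plate controls were DMSO vehicle for no effect and wells lacking substrate for full effect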
# T cell modulator – modulates CD8 T cell binding to vesicles; 2C CD8+ T cell-vesicle binding, flow cytometry; active compounds read low; actives 0.068% (n = 330,000); calls only at 7 µM;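 active = response, share of CD8 T cells binding vesicles, and their 90th percentile fluorescence all below set limits, cut at about 80% in these data, passing the limit was not always enough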
#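 Benchmarks: naked versus QL9-loaded vesicles / Assay system: purified 2C TCR transgenic mouse naive CD8+ T cells / Technique: high-throughput flow cytometry with anti-B7-1 and anti-CD8 staining / Timing: Cell–vesicle co-incubation 1.5 h at 37 °C, staining 20 min on ice / Read-out: percent CD8+ FL2 mean versus row control / Probe or stimulus: QL9-loaded Drosophila micro-vesicles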
# Lipid droplet – modulators of hepatic lipid droplet formation; inhibition, % at 6.5 µM; actives 0.4% (n = 240,000); AML12 mouse hepatocytes, oleate lipid droplets, BODIPY imaging;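 active = lipid droplet intensity inhibited by at least 50%, with more than 500 cells counted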
#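 Assay system: AML12 hepatocytes (mouse); Probe or stimulus: oleic acid at 100 µM to induce lipid droplet formation; Dosing: compound at 6.5 µM only; Schedule: compound with oleate, overnight; Detection: fluorescence imaging, 20x objective, two fields per well; Measure: % inhibition of lipid droplet signal.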
# Insulin prom up – MIN6 insulin promoter up-regulation. actives 0.3% (n = 190,000). z-score at 5 µM. MIN6 insulin promoter-GFP reporter, high-content imaging; active compounds read high;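 active = z-score above 3 at 5 µM with at least 500 cells counted in the well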
# b-catenin transl – alters nuclear translocation of beta-catenin in HeLa cells. immunofluorescence imaging. nuclear translocation activity, % at 5 µM. actives 0.3% (n = 190,000). AID 1665;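 active = nuclear translocation activity above 50% at 5 µM, with a well cell count of 50 or more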;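 also: per-cell ratio of nuclear to cytoplasmic median beta-catenin stain intensity; plate controls were DMSO negative control for no effect and GSK-3 inhibitor IX positive control for full effect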
#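 Assay system: human HeLa cells, native beta-catenin; doses: 5 µM primary, 0.02–20 µM confirmation; incubation: compound treatment 24 h, 37°C, 5% CO2; technique: fluorescence imaging of beta-catenin antibody stain plus DAPI; measure: % activation, nuclear-to-cytoplasmic median beta-catenin signal ratio per cell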
# MT stabilizer – microtubule stabilization, imaging screen | HeLa tubulin immunostaining HCS, 24 h; share of cells brighter than vehicle mean+2SD | % tubulin-high responders, % at 10 µM | actives 0.83% (n = 200,000);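 active = plate Z-score above 3 for both tubulin-high and condensed-nucleus cell shares, with cell loss under 80%, at 10 µM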;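 also: anti alpha tubulin signal scored within the nucleus-defined area of each cell; some results filed as inactive read as strong as hits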
# Dynein cargo inh – blocks dynein driven cargo transport along microtubules | 3617.4 mouse cells, GR-EGFP nuclear translocation imaging; test concentration mostly 20 µM; stimulated with dexamethasone, 1 µM; active compounds read low | z-score, hits read low | actives 0.47% (n = 220,000) | AID 1381;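 active = plate z-score of nuclear minus cytoplasmic receptor signal below a set negative limit, without overly bright fluorescence or cell loss, cut at about -3.5 in these data, passing the limit was not always enough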;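 also: z-score of nuclear minus cytoplasmic ring GR-EGFP intensity difference per well; some compounds called inactive have numbers as strong as hits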
#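 Buffer or medium: tet-free, stripped-serum medium; reagent: dexamethasone at 1.0 µM final, 30 min; incubation: 48 h induction, 1 h compound, 30 min dex at 37 °C; measured by: formaldehyde fixation, Hoechst nuclear stain, 10x automated fluorescence imaging; read-out: nuclear-to-cytoplasmic GR-EGFP distribution per well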
# Myeloid diff MLP – compounds promoting myeloid differentiation. actives 1% (n = 360,000). calls only at 10 µM. AID 624256. ER-HoxA9 myeloid progenitors, lysozyme-GFP differentiation, flow cytometry;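 active = normalized GFP-positive differentiation at or above the plate's own cutoff, the solvent-only control mean plus 3 SD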;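 also: cells exposed to compound for four days before flow analysis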
# Dynein cargo inh cytoplasmic EGFP – second read-out of Dynein cargo inh, no call of its own (marks repeat the call); z-score; measured here: cytoplasmic GR-EGFP intensity; active compounds read high
# Dynein cargo inh nuclear GR-EGFP – second read-out of Dynein cargo inh, no call of its own (marks repeat the call); z-score; measured here: nuclear GR-EGFP intensity;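 lower value marks the stronger effect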
# Dynein cargo inh cell count – second read-out of Dynein cargo inh, no call of its own (marks repeat the call); z-score; measured here: cell count per field
# Insulin prom up cell count – further read-out of Insulin prom up, marked with its call; cell count; measured here: cytotoxicity, nuclei count;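 total cells summed across four imaged fields per well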
# Lipid droplet cells 6.5 µM – also measured in Lipid droplet; calls as there; cell count; measured here: cell count, cytotoxicity flag;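 cells counted across two imaged fields per well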
# b-catenin transl cell count 5 µM – second read-out of b-catenin transl, no call of its own (marks repeat the call); cell count; measured here: cell count, cytotoxicity flag
# T cell modulator vesicle-bound % – also measured in T cell modulator; calls as there; double positive events, %; measured here: CD8+ vesicle-bound cell fraction;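 binding gate set so that unloaded-vesicle control wells show 10% double positive cells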
# MT stabilizer Hoechst-high % – recorded beside MT stabilizer, whose call it bears; % Hoechst-high responders; measured here: nuclear condensation Hoechst responders;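 share of cells brighter than vehicle mean plus two SD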
# MT stabilizer cytotoxicity % – also measured in MT stabilizer; calls as there; toxicity, %; measured here: cytotoxicity by cell density;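 0% = mean cell density of plate MIN control wells and 100% = no cells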
# Myeloid diff MLP GFP+ MAC1+ % – further read-out of Myeloid diff MLP, marked with its call; GFP+ MAC1+ double positive, %; measured here: differentiation confirmed by MAC1 staining
# * hit, by the source's call; i = inactive; / = no result given.
# The first 2 records (preview)
SMILES,TNAP activators,human PMI inhibition,T cell modulator,T cell modulator vesicle-bound %,Lipid droplet,Lipid droplet cells 6.5 µM,Insulin prom up,Insulin prom up cell count,b-catenin transl,b-catenin transl cell count 5 µM,MT stabilizer,MT stabilizer Hoechst-high %,MT stabilizer cytotoxicity %,Dynein cargo inh,Dynein cargo inh cytoplasmic EGFP,Dynein cargo inh nuclear GR-EGFP,Dynein cargo inh cell count,Myeloid diff MLP,Myeloid diff MLP GFP+ MAC1+ %
COc1cccc(/C=C2\N=C(C3CCCCC3)OC2=O)c1OC,1,-7.0%,i,60.1,-16.7,703,0.34,1266,0.4,1101,3.5,1.8,5.7,-3.43,0.124,-1.39,0.422,i,0.8
Cc1ccc(-n2c(=O)c(C#N)cc3c(=O)n4cccc(C)c4nc32)cc1,1.1,-27.9%,i,14.1,/,/,-0.36,911,/,/,2.4,1.6,5.5,-0.0131,0.17,0.21,0.167,i,0.4

# The list itself (from the top)
SMILES,TNAP activators,human PMI inhibition,T cell modulator,T cell modulator vesicle-bound %,Lipid droplet,Lipid droplet cells 6.5 µM,Insulin prom up,Insulin prom up cell count,b-catenin transl,b-catenin transl cell count 5 µM,MT stabilizer,MT stabilizer Hoechst-high %,MT stabilizer cytotoxicity %,Dynein cargo inh,Dynein cargo inh cytoplasmic EGFP,Dynein cargo inh nuclear GR-EGFP,Dynein cargo inh cell count,Myeloid diff MLP,Myeloid diff MLP GFP+ MAC1+ %
COc1cccc(/C=C2\N=C(C3CCCCC3)OC2=O)c1OC,1,-7.0%,i,60.1,-16.7,703,0.34,1266,0.4,1101,3.5,1.8,5.7,-3.43,0.124,-1.39,0.422,i,0.8
Cc1ccc(-n2c(=O)c(C#N)cc3c(=O)n4cccc(C)c4nc32)cc1,1.1,-27.9%,i,14.1,/,/,-0.36,911,/,/,2.4,1.6,5.5,-0.0131,0.17,0.21,0.167,i,0.4
Cc1ccc(C(=O)NCCc2ccc(S(N)(=O)=O)cc2)cc1[N+](=O)[O-],1,-27.4%,i,29.3,1.4,724,0.24,1297,0.0,1083,3.7,1.8,1.4,0.779,-0.305,0.667,1.09,i,0.6
CCc1ccccc1N1CC(C(=O)O)CC1=O (stereo not drawn),1.1,-0.5%,i,23.6,20.0,747,-0.04,1198,-3.4,1249,3.9,1.6,1.7,-1.27,-0.216,-0.591,1.36,i,0.7
O=C(Nc1ccc(N2C(=O)C3C4C=CC(C4)C3C2=O)cc1)Nc1nncs1 (stereo not drawn),1.1,5.2%,i,28.2,11.0,627,-0.67,1820,-0.6,1086,/,/,/,/,/,/,/,i,2.6
CCc1ccccc1NC(=O)/C(C#N)=C/c1ccc(Sc2ccccc2)o1,1,2.2%,i,54.9,1.9,643,0.17,1410,/,/,2.5,2.5,4.4,-0.045,-0.267,-0.448,0.248,i,0.4
COc1cccc2[nH]c3c(N4CCN(Cc5ccc6c(c5)OCO6)CC4)ncnc3c12,1.1,-2.7%,i,53.1,/,/,-1.15,953,-4.4,1131,5.3,3.8,3.0,-0.779,-0.293,-0.226,0.302,/,/
Nc1ccc2oc(-c3cccc4ccccc34)nc2c1,1,16.8%,i,16.0,/,/,0.36,1438,-1.2,1231,10.5,1.7,11.5,0.0577,0.00346,0.386,-0.137,i,0.7
CCN(CC)/C(Sc1ccccc1)=C(/C(Cl)=C(Cl)Cl)[N+](=O)[O-],1,12.9%,i,47.8,-18.9,718,-0.22,1082,/,/,4.2,3.5,3.5,-1.9,-0.196,-0.933,0.659,i,0.5
CC(=O)N[C@@H](C)C(=O)OC(C)C(=O)Nc1cccc([N+](=O)[O-])c1 (stereo partly drawn),1,-3.7%,/,/,-8.4,667,0.26,1262,-1.0,1056,3.0,2.1,4.9,-0.692,-0.162,-0.344,0.174,i,0.4
O=[N+]([O-])c1ccc(CNC2CCCc3ccccc32)cc1 (stereo not drawn),1,-7.5%,i,48.8,24.7,712,-0.75,1348,-1.9,997,1.9,2.3,1.9,0.722,-0.064,0.609,-1.68,i,0.2
CC(C(=O)Nc1ccccc1-c1ccccc1)N1CCN(C(=O)c2ccccc2)CC1 (stereo not drawn),/,/,i,33.6,-26.4,707,0,1523,-1.4,1171,/,/,/,2.15,-0.12,0.846,-2.12,i,1.0
COc1cc(S(=O)(=O)N2CCOCC2)ccc1NC(=O)COC(=O)C12CC3CC(CC(C3)C1)C2,1.1,8.5%,i,33.9,8.8,654,3.88*,1401*,/,/,1.8,2.8,9.1,0.936,0.0304,0.836,-0.947,i,0.4
COc1ccccc1-c1ccc(/C=N/O)o1,/,/,i,36.6,-4.2,765,-0.8,917,1.0,1350,/,/,/,0.103,-0.24,0.0603,0.766,i,0.1
O=C(NCC(c1cccs1)N1CCOCC1)c1ccc(Br)o1 (stereo not drawn),1.1,2.6%,i,57.3,1.1,698,-0.67,1231,0.9,1160,21.9*,12.7*,21.6*,1.17,0.0596,0.594,-1.47,i,0.9
Cc1ccc2cc(CN(c3ccccc3)S(=O)(=O)c3ccccc3)c(=O)[nH]c2c1,/,/,i,29.2,-11.3,738,0.05,1017,0.8,1306,/,/,/,-0.349,-0.248,-0.209,0.299,i,0.1
COc1ccc(Cc2n[nH]c(=S)o2)cc1,0.9,-7.4%,i,56.7,9.2,650,0.29,1683,-0.1,983,2.0,2.6,3.0,-0.0243,-0.319,-0.0988,0.547,i,0.8
Cc1ccc(C)c(NC(=O)C(Sc2nnc(-c3cccs3)o2)c2ccccc2)c1 (stereo not drawn),1.2,8.9%,i,39.0,-1.5,693,-0.08,1592,0.4,1114,3.9,1.8,9.0,2.52,-0.0272,1.75,-1.76,i,0.3
N/C(=N\O)C1COc2ccccc2O1 (stereo not drawn),1.1,6.4%,i,33.5,/,/,0.65,1401,0.3,1365,3.3,3.3,8.4,-0.862,-0.318,-0.272,0.0251,i,0.9
CCCCC(=O)NC(c1ccco1)c1cc(Cl)c2cccnc2c1O (stereo not drawn),1.1,/,i,20.8,10.4,736,-1.7,1208,2.4,1457,1.8,1.3,2.7,-1.19,-0.18,-0.871,0.418,/,/
O=C(NC1=NCCS1)c1csc2ccccc12,1.1,4.7%,i,59.3,-21.0,748,0.23,1197,3.8,1138,5.9,2.4,9.1,-0.39,-0.204,0.115,0.418,i,1.3
Fc1cccc(Cl)c1/C=N/Nc1ccccn1,1,5.1%,i,45.4,-8.7,672,-0.84,1443,2.0,1014,3.9,2.3,6.0,-0.54,-0.202,-0.0348,0.456,i,0.5
CCCCCCc1nnc(NC(=O)OCC)s1,1,13.4%,i,33.1,/,/,0.26,1211,-0.4,1221,1.7,2.0,4.3,0.298,-0.177,0.479,-0.154,i,1.2
O=C(c1ccco1)N1CCN(c2ccc(Cl)cc2)CC1,1.1,3.5%,i,34.8,0.2,572,-0.07,1937,0.4,1067,1.4,1.9,2.5,0.0553,-0.0812,0.732,-1.21,i,1.1
CC(=O)Nc1ccccc1C(=O)C(=O)Nc1ccc(F)cc1,1.1,0.4%,i,35.3,/,/,/,/,/,/,1.5,1.3,5.1,0.578,-0.17,0.576,0.389,i,1.2
S=C(NCc1ccccc1Cl)Nc1ccccc1Cl,1,4.2%,i,3.0,/,/,0.08,1449,0.1,1504,1.7,1.1,3.7,0.81,-0.0667,0.858,-1.87,i,0.8
S=C(NCCc1ccccc1)NN=C1CCCCCC1,1.1,4.9%,i,14.6,-4.4,717,/,/,1.3,1502,1.1,0.9,4.3,-1.1,-0.318,-0.613,0.618,i,0.3
COc1ccc(NCCNc2ccc(OC)cc2)cc1,1.1,15.2%,i,24.6,/,/,/,/,/,/,4.3,2.8,3.6,-0.749,-0.291,-0.11,0.407,i,2.9
Cc1ccc(NC(=O)c2cccc(NC(=O)/C=C/c3ccco3)c2)cc1C,1.2,23.9%,i,53.9,2.0,718,0.55,1325,-1.1,1105,5.8,3.3,8.7,-0.54,-0.167,-0.373,-0.498,i,1.0
COC(=O)c1c(NC(=O)c2nc3ccccc3s2)sc2c1CCN(C(C)=O)C2,1,16.6%,i,20.6,/,/,-0.41,974,-6.5,1151,6.3,3.3,10.5,-0.553,-0.227,-0.239,0.717,i,1.9
NC(=O)C[C@@H]1NC(=O)CNC(=O)c2cc([N+](=O)[O-])cc(I)c2NCCC(C(N)=O)NC1=O (stereo partly drawn),1,-21.1%,i,24.2,-12.1,741,0.67,1049,/,/,4.4,2.9,9.0,1.98,-0.24,1.13,0.0228,i,1.6
CCN(CC)CCN1C2=C(C(=O)CC(C)(C)C2)C(c2cccc(F)c2)C2=C1CC(C)(C)CC2=O,1.2,-5.9%,i,16.1,12.8,702,0.22,1317,-1.3,1088,6.9,1.4,4.0,-0.604,-0.155,-0.468,1.06,i,0.3
COc1ccc(N(C)S(=O)(=O)c2ccc(C)cc2)c([N+](=O)[O-])c1,1,-0.1%,i,63.8,-1.4,679,1.98,1706,-1.4,1055,2.2,2.2,6.6,0.648,0.267,0.865,-1.29,i,0.1
